Screening results (PubChem)
RAD52 anneal inh: RAD52 DNA annealing inhibitors, primary screen, biochemical, FRET, single point, set 2 | DNA repair protein RAD52 homolog (Homo sapiens), P43351 | recombinant RAD52 DNA annealing, FRET fluorescence | 0.46% of 360,000 active | inhibition, % at 18.7 µM;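 active = every replicate showing at least 50% inhibition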
Target sequence (P43351 whole entry, looked up): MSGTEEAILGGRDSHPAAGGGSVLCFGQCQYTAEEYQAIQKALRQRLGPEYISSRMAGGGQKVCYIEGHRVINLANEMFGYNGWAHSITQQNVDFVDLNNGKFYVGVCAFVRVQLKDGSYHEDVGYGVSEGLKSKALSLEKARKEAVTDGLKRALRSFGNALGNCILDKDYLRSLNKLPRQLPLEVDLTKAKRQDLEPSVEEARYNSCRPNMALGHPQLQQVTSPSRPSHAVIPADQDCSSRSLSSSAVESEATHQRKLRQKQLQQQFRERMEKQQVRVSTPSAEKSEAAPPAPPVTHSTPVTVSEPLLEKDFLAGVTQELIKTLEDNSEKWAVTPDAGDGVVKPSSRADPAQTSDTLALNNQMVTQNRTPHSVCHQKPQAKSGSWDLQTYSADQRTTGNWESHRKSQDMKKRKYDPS
Cneo AK release: Cryptococcus neoformans cell lysis inducers, primary screen, AK release luminescence, single concentration. C. neoformans lysis, adenylate kinase release luminescence, 4 h; normalised: neutral wells 0, clomiphene wells 100. lysis activity, % at 15 µM. 0.2% of 360,000 active. AID 651654, 2012;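 active = mean lysis activity across replicates of at least 80%, whatever share of replicates individually reach that level; inactive = mean lysis activity below 80%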
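Material – Cryptococcus neoformans yeast cells · Quantity – 5 × 10^6 yeast cells/mL · Buffer or medium – YPD medium · Compound – single dose · Timing – 4 h static compound exposure, 37 °C, read 1 h post-reagent · Signal – adenylate kinase release luminescence · Read-out basis – lysis from increased AK signal · Benchmarks – Clomiphene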
ERAP1 inh: human ERAP1 aminopeptidase inhibitors, primary screen, biochemical, single point, plate reader | inhibition, % at 10.7 µM | 0.15% of 340,000 active | Endoplasmic reticulum aminopeptidase 1 (Homo sapiens), Q9NZ08 | recombinant ERAP1, Leu-AMC fluorescence, 60 min;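 active = mean replicate inhibition of at least 30%, or all replicates individually reaching that 30% level; inactive = mean below 30% and not every replicate reaching it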;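 also: 0% = neutral control wells and 100% = L-leucinethiol positive control wells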
E-selectin induc: E-selectin induction in HUVECs, primary screen, imaging, HUVEC, immunofluorescence imaging, single point; P16581; normalized: neutral wells 0, TNF-alpha wells 100; activation, % at 7.58 µM; 0.37% of 260,000 active; AID 686992, 2013;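 active = mean E-selectin-positive cell signal at least 10% of the positive control, reached in at least 60% of replicates, without over 20% cell loss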;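 also: in these data hits start at about 27%; measured in HUVEC primary endothelial cells; signal is the percent of cells scored E-selectin positive by PE staining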
Target sequence (P16581 whole entry, looked up): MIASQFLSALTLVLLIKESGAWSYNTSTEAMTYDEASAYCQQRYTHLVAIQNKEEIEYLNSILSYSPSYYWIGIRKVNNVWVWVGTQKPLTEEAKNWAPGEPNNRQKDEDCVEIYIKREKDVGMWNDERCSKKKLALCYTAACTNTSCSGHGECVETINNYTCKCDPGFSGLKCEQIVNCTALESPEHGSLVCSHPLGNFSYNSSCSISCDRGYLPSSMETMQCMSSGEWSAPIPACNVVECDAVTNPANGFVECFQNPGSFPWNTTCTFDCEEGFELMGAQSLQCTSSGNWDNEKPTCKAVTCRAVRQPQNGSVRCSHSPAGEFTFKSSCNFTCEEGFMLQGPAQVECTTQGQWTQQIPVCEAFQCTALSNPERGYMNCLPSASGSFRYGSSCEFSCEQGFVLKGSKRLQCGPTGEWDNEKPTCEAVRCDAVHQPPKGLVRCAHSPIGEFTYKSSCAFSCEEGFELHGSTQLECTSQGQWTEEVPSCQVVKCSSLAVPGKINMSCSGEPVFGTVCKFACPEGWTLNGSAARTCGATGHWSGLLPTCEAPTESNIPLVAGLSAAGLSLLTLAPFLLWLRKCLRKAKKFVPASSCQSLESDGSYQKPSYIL
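assay system = HUVEC, human umbilical vein endothelial cells | input = 3,000 HUVEC seeded per well | medium = EGM-2 growth medium on 0.1% gelatin-coated wells | dosing = one compound dose added by pin transfer | signal = immunofluorescence imaging | read-out basis = % PE-positive cells | control set = TNF-alpha, DMSO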
PGC1a acetyl inh: inhibitors of PGC1a acetylation signal, primary screen, cell-based, U2OS, AlphaScreen, inhibitor mode; AID 651687, 2012; AlphaScreen anti-acetyl-lysine; with virally co-expressed GCN5 acetyltransferase; inhibition, % at 15.6 µM; 0.17% of 350,000 active;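 active = every replicate shows inhibition of at least 40%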;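 also: 0% = neutral control wells and 100% = positive control wells; some results beyond the cut were filed as inactive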
PglD inh: C. jejuni PglD acetyltransferase inhibitors, primary screen, biochemical, DTNB colorimetric, single point. inhibition, % at 12.5 µM. purified PglD enzyme, DTNB colorimetric CoA detection. UDP-N-acetylbacillosamine N-acetyltransferase PglD (Campylobacter jejuni). 0.098% of 360,000 active; in the data active = inhibition above about 16%, passing the limit was not always enough; also: strong numbers were not always called active
RAD54 inh: inhibitors of human RAD54 branch migration, primary screen, biochemical, fluorescence, single point; DNA repair and recombination protein RAD54-like (Homo sapiens), Q92698; RAD54 Holliday junction branch migration, FAM/BHQ fluorescence; inhibition, % at 10.4 µM; 0.14% of 360,000 active;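 active = mean normalized replicate activity at least 40 and at least half of replicates scoring 40 or more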;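 also: 0% = median of neutral control wells and 100% = median of positive control wells; inhibitors cause a drop in the FAM fluorescence signal; in these data hits start at about 50%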
miR122 inh: miR-122 Renilla sensor signal increase in Huh7, primary screen, miR-122 inhibitor project, cell-based, single point, plate reader; Huh7 miR-122 Renilla luciferase sensor, 48 h; neutral wells = 0, positive control = 100; activation (reporter increase), % at 12.5 µM; 0.3% of 340,000 active; AID 602342, 2012;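 active = mean replicate activation score at least 90 and every replicate individually at or above 90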;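 also: higher luciferase means less miR-122 activity so hits act as miR-122 inhibitors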
Numbers without * were called inactive; . = not tested or not shown; & = joins results of further samples; [ ] = another dose, or the depositor's remark.

SMILES | RAD52 anneal inh | Cneo AK release | ERAP1 inh | E-selectin induc | PGC1a acetyl inh | PglD inh | RAD54 inh | miR122 inh
Cc1cc(Cl)ccc1OC(C)C(=O)Nc1ccc(S(=O)(=O)N2CCOCC2)cc1 (configuration not stated) | -19 | 0 | -2 | -0.1 | -1 | 2 | -6 | 4
COc1ccc(CCNC(=O)CCc2nnc(Cc3ccc4c(c3)OCO4)o2)c(OC)c1 | -11 | 1 | -1 | -0.1 | -2 | 1 | -1 | -4
C[C@@H]1CN([C@H](C)CO)C(=O)Cc2cc(NC(=O)CCCN(C)C)ccc2O[C@H]1CN(C)CC1CCCCC1 | -14 | -7 | 5 | -5.7 | 11 | -2 | -5 | -4[16.7 µM]
COCCCNC(=O)c1cn(CC(C)C)c(=O)c2c1c1ccccc1n2C | . | 1 | . | . | -13 | 5 | -3 | -3
Cc1ccc(O)c(CP(=O)(c2ccccc2)c2ccccc2)c1 | -15 | 1 | -1 | -0.1 | -10 | -4 | -1 | 10
Cc1oc2ccc(O)cc2c1C(=O)c1ccccc1 | 1 | 1 | 0 | . | -1 | -12 | -10 | 2
C=CCOC(=O)C1=C(C)N=C2SCCC(=O)N2C1c1ccc(OC(=O)c2ccco2)cc1 (configuration not stated) | . | 2 | . | . | -3 | -1 | -1 | 7
NC(=O)NC(Cc1ccccc1)C(=O)N1CCN(S(=O)(=O)c2ccc(Cl)cc2)CC1 (configuration not stated) | 8 | 0 | 0 | -0.6 | . | 4 | -5 | .
CCC1(C)Cc2ccccc2-c2nc3n(c(=O)c21)CC(C(=O)O)S3 (configuration not stated) | . | -2 | . | . | -16 | 0 | -1 | 1
C[C@H](CO)N1C[C@H](C)[C@@H](CN(C)S(=O)(=O)c2ccc(Oc3ccccc3)cc2)OCc2cnnn2CCCC1=O | 3&0&17 | 0&-1&4 | 0&18&-2 | -0.1&0.0 | 8&9 | 1&-2&-1 | 2&0&-4 | -2
Cc1csc(NC(=O)c2ccoc2C)n1 | . | -2 | . | . | -1 | -2 | 3 | -9
COc1ccc(CN2CCC(n3nccc3NC(=O)CCc3ccccc3)CC2)c(C)c1C | 1 | 1 | -2 | . | 8 | -6 | 1 | -3
CCCc1n[nH]c2c1/C(=N/O)CC(c1ccccc1)C2 (configuration not stated) | . | -4 | . | . | 5 | -2 | -4 | 3
CCC(=O)N[C@@H]1CC[C@H](CC(=O)NCC2CCCCC2)O[C@H]1CO | -4 | -1 | 1 | 0.1 | -5 | -3 | 3 | -4[16.7 µM]
O=C(C[C@@H]1C=C[C@H](NC(=O)Nc2cc(F)ccc2F)[C@@H](CO)O1)NCc1ccc2c(c1)OCO2 | -14 | -1 | -3 | -0.4 | 3 | -1 | 2 | .
CC(=O)N/C(=N\c1nc(C)cc(C)n1)Nc1ccc(Cl)cc1Cl | -10 | -2 | -2 | -0.1 | -4 | 7 | 7 | -6
Cc1noc(C)c1NC(=O)N[C@H]1C=C[C@H](CC(=O)N2CCCCC2)O[C@@H]1CO | 10 | -11 | -2 | -0.2 | 8 | -1 | 2 | .
COc1ccc(CN(C)C[C@H]2Oc3ccc(NS(=O)(=O)c4ccccc4)cc3CC(=O)N([C@@H](C)CO)C[C@@H]2C)cc1 | 27 | 1 | -7 | -0.2 | -1 | 2 | -10 | 3[16.7 µM]
CC(=O)Nc1ccc(NC(=O)CSc2nnc(-c3cc4ccccc4o3)n2C)cc1 | -9 | 5 | -2 | . | . | -2 | -1 | .
CC(=O)c1ccc(OCc2cc(C(=O)N3CCC[C@H]3CO)no2)cc1 | -9 | 1 | 1 | . | 2 | 5 | 3 | 1
CC1CCN(C(C(=O)O)c2ccccc2)CC1 (configuration not stated) | -7 | . | 1 | . | 9 | . | . | -5
CN1C(=O)c2cc(NC(=O)c3ccccc3)ccc2OC[C@H]2O[C@@H](CC(=O)NCC3CC3)CC[C@@H]21 | 5 | 3 | -1 | 0.1 | 8 | -2 | -15 | -7[16.7 µM]
O=C(O)c1ccc(NC(=O)c2ccccc2NC(=O)c2cccc(Br)c2)cc1 | -17 | -2 | 3 | . | -4 | -3 | 13 | 1
Cc1ccc(S(=O)(=O)N(C)C[C@H]2OCCCC[C@H](C)Oc3ccc(NC(=O)NC4CCCCC4)cc3C(=O)N([C@H](C)CO)C[C@H]2C)cc1 | -34 | -2 | 3 | -0.2 | -11 | 11 | 4 | -4[16.7 µM]
C[C@@H]1CN([C@H](C)CO)C(=O)c2cc(C#CC3CC3)cnc2O[C@H]1CN(C)C(=O)c1ccccc1 | -1 | -1 | -1 | 0.3 | -42 | 1 | 2 | -3[16.7 µM]
The listing continues:
SMILES | RAD52 anneal inh | Cneo AK release | ERAP1 inh | E-selectin induc | PGC1a acetyl inh | PglD inh | RAD54 inh | miR122 inh
O=C(Nn1cnnc1)C(Sc1ccccc1)c1ccccc1 (configuration not stated) | . | 0 | . | . | -6 | 6 | -24 | 0
CCOc1ccc(S(=O)(=O)N2CCN(C(=O)CCC(=O)N3CCOCC3)CC2)cc1 | -9 | 1 | -15 | 0.2 | -2 | -3 | 4 | -1
C[C@H](CO)N1C[C@H](C)[C@@H](CN(C)C(=O)Nc2ccccc2)Oc2c(NC(=O)c3ccncc3)cccc2C1=O | 10&-8 | 2&3 | -2&10 | -0.4 | -1&5 | 3&8 | 6&-8 | 7[16.7 µM]
c1ccc(OCCOCCOc2ccccc2)cc1 | -10 | -1 | 3 | 0.1 | 1 | -4 | -8 | -3
N#CC1c2ccccc2C=CN1C(=O)c1ccccc1 (configuration not stated) | -16 | 1 | -1 | 6.8 | -15 | -1 | 2 | 9
CC(C)COc1ccc(C2NC(=O)NC2=O)cc1 (configuration not stated) | . | -2 | . | . | -4 | -3 | -6 | 0
Cn1cc(-c2nnnn2-c2cccc(C(F)(F)F)c2)c(C(F)(F)F)n1 | . | 4 | . | . | . | 1 | -3 | 14
CN(C)/C=C/C(=O)c1ccc(F)cc1 | -9 | . | 6 | . | -13 | -3 | -6 | 5
CCc1ccc(-c2nc(SCC(=O)NC3CCS(=O)(=O)C3)n[nH]2)cc1 (configuration not stated) | 2 | -6 | 2 | -0.1 | . | 3 | 16 | -7
Cc1nc(C)c(-c2csc(Nc3ncccc3C)n2)s1 | -13 | -1 | -2 | . | -9 | -4 | -3 | -13
Cc1ccc(S(=O)(=O)Nc2cccc3c2O[C@@H](CN(C)Cc2ccc(-c4ccccc4)cc2)[C@@H](C)CN([C@@H](C)CO)C3=O)cc1 | -24 | 48 | -2 | -0.1 | 3 | 0 | 2 | 12[16.7 µM]
CN(C1CCS(=O)(=O)C1)S(=O)(=O)c1ccc(C2CCCCC2)cc1 (configuration not stated) | -10 | 1 | 1 | . | 5 | -5 | 2 | 27
CO[C@@H]1CN(C)C(=O)c2ccc(NC(=O)c3ccc(F)cc3)cc2OC[C@@H](C)N(C(=O)CC2CC2)C[C@@H]1C | -1 | . | -11 | -0.1 | 3 | . | . | .
CCOc1ccc(N(CC(=O)NCc2ccccc2OC)S(C)(=O)=O)cc1 | . | -2 | . | . | 0 | -3 | -2 | 8
CC(Oc1ccc(-c2nccc(-c3ccccn3)n2)cc1)C(=O)NN (configuration not stated) | . | 2 | . | . | 43 | -7 | -2 | -3
C[C@H]1CCCCO[C@H](CN(C)S(=O)(=O)c2ccc(F)cc2)[C@@H](C)CN([C@@H](C)CO)C(=O)c2cc(NC(=O)Nc3ccc(F)cc3)ccc2O1 | . | 12 | . | 0.6 | 1 | 4 | -2 | -5[16.7 µM]
CN(c1ccccc1)S(=O)(=O)c1ccc(C(=O)NNC(=O)c2ccccc2F)cc1 | 2 | 0 | 3 | . | 1 | -1 | -7 | 0
C[C@H]1CCCCO[C@H](CN(C)S(=O)(=O)c2cn(C)cn2)[C@@H](C)CN([C@@H](C)CO)C(=O)c2cc(NC(=O)Nc3ccc(C(F)(F)F)cc3)ccc2O1 | . | 4 | . | 0.3 | 12 | 0 | 3 | -11[16.7 µM]
Cc1ccc(NC(=O)CN(C)S(=O)(=O)c2ccc(Cl)s2)c(O)c1 | 4 | 0 | -2 | 1.5 | 0 | -3 | -14 | 0
O=C(C1CCC(CNc2c(N3CCCCC3)c(=O)c2=O)CC1)N1CCc2ccccc2C1 (configuration not stated) | -9 | -2 | 0 | 0.5 | -19 | -2 | -8 | -2
CC(C)Oc1ccc(S(=O)(=O)N2CCOCC2)cc1NC(=O)c1ccc(Cl)c(S(=O)(=O)N2CCOCC2)c1 | -8 | 1 | 0 | -0.2 | -5 | . | -15 | -3
C[C@@H](O)C#Cc1ccc([C@H]2[C@H]3CN(CC4CCOCC4)CCCCN3[C@H]2CO)cc1 | 7 | 0 | -2 | . | 1 | -1 | -4 | 18[16.7 µM]

Compounds from the list above with fluorine:
SMILES | RAD52 anneal inh | Cneo AK release | ERAP1 inh | E-selectin induc | PGC1a acetyl inh | PglD inh | RAD54 inh | miR122 inh
O=C(C[C@@H]1C=C[C@H](NC(=O)Nc2cc(F)ccc2F)[C@@H](CO)O1)NCc1ccc2c(c1)OCO2 | -14 | -1 | -3 | -0.4 | 3 | -1 | 2 | .
Cn1cc(-c2nnnn2-c2cccc(C(F)(F)F)c2)c(C(F)(F)F)n1 | . | 4 | . | . | . | 1 | -3 | 14
CN(C)/C=C/C(=O)c1ccc(F)cc1 | -9 | . | 6 | . | -13 | -3 | -6 | 5
CO[C@@H]1CN(C)C(=O)c2ccc(NC(=O)c3ccc(F)cc3)cc2OC[C@@H](C)N(C(=O)CC2CC2)C[C@@H]1C | -1 | . | -11 | -0.1 | 3 | . | . | .
C[C@H]1CCCCO[C@H](CN(C)S(=O)(=O)c2ccc(F)cc2)[C@@H](C)CN([C@@H](C)CO)C(=O)c2cc(NC(=O)Nc3ccc(F)cc3)ccc2O1 | . | 12 | . | 0.6 | 1 | 4 | -2 | -5[16.7 µM]
CN(c1ccccc1)S(=O)(=O)c1ccc(C(=O)NNC(=O)c2ccccc2F)cc1 | 2 | 0 | 3 | . | 1 | -1 | -7 | 0
C[C@H]1CCCCO[C@H](CN(C)S(=O)(=O)c2cn(C)cn2)[C@@H](C)CN([C@@H](C)CO)C(=O)c2cc(NC(=O)Nc3ccc(C(F)(F)F)cc3)ccc2O1 | . | 4 | . | 0.3 | 12 | 0 | 3 | -11[16.7 µM]
